MDM2 E3 inh: Mdm2 E3 ligase (human) inhibition; cell-based MDM2 ubiquitination luciferase reporter, 2 h; 0 = plate control, 100 = twice control, blank-subtracted; signal enhancement, % at 5 µM; AID 1230; 0.11% of 210,000 active; Q00987;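 active = signal enhancement of 30% or more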;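 note: luminescence tracks abundance of the self-degrading MDM2-luciferase fusion protein; higher signal means inhibition of MDM2 E3 ligase activity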
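system = mammalian cells stably expressing self-ubiquitinating, self-degrading MDM2 E3–luciferase fusion | quantity = 2000 cells per well seeded | incubation = 4 h cell settling then 2 h compound exposure, 37 °C | signal = SteadyLite luminescence, 15 min reagent step | benchmarks = plate control and blank wells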
PPC-1+TRAIL kill: kills PPC-1 cancer cells in the presence of TRAIL; PPC-1 cells + TRAIL, ATPLite viability luminescence; 0.41% of 220,000 active; AID 1443; cell killing (% activity), % at 4 µM;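 active = cell killing above 50% in the first pass at 4 µM, then a duplicate retest at 5 µM averaging 50% or more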;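 note: plate controls were cells with TRAIL plus DMSO for no effect and medium-only wells lacking cells for full effect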
EBV gp42 block: blocks Epstein-Barr virus glycoprotein 42 binding | Q1HVG2 | 0.42% of 220,000 active | Fluorescence polarization binding assay, mP read-out | inhibition, % (tested at 21.74 µM) | AID 1085; in the data active = inhibition above about 50%
TRPML3 agonist: activates the human TRPML3 channel; HEK293 TRPML3-YFP, Fluo-8 calcium fluorescence; 100% = the carbachol control signal; activation, % at 3 µM; 0.29% of 220,000 active;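 active = activation above its plate's cutoff, the mean activation of the plate's test wells plus 3 SD, cut at about 12% in these data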;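 note: 0% = DMSO only wells and 100% = carbachol wells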
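Material: HEK293 cells stably carrying human TRPML3-YFP; compound dosing: single dose, 3 µM final nominal compound, 0.3% DMSO final; incubation: 1-h 37 °C dye load, 5-s basal, 120-s post-compound reads; technique: Fluo-8 intracellular calcium fluorescence, excitation 470-495 nm, emission 515-575 nm; read-out basis: percent activation from peak-to-basal fluorescence ratio, scaled between DMSO and carbachol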
p47phox inh: inhibitors of human p47phox binding; inhibition, % at 24.7 µM; 0.53% of 220,000 active; P14598; p47phox/p22phox peptide binding, fluorescence polarization, 2 h;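 active = inhibition above about 30%, limit read from the data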;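 note: 0% = p47phox with labelled peptide and 100% = labelled peptide alone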
Target sequence (P14598 whole entry, looked up): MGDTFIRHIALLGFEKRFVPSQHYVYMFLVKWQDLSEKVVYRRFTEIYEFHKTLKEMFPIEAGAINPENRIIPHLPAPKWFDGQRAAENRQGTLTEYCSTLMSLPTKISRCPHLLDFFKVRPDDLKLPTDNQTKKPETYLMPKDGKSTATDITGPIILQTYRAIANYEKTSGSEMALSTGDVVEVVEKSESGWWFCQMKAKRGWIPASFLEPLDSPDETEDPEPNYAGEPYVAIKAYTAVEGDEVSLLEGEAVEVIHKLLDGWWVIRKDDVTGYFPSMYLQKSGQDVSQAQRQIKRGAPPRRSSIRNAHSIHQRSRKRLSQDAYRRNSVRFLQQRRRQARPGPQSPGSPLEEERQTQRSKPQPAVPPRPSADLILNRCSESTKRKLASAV
Runt-SMMHC FRET: blocks binding of human RUNX1 Runt domain to CBFb-SMMHC | 0.74% of 220,000 active | Q01196+Q13951 | inhibition, % at 20 µM | AID 1434 | Cerulean-Runt/Venus-CBFb-SMMHC FRET ratio 530/480, 1 h;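 active = mean inhibition across duplicate retests at 20 µM reaching about 50%, limit read from the data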;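 note: 0% = DMSO wells and 100% = wells with excess untagged CBFb-SMMHC; inhibitors lower the FRET ratio by blocking Runt binding to CBFb-SMMHC; some results filed as inactive read as strong as hits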
Target sequence (Q01196 whole entry, looked up, the tested form may be a part): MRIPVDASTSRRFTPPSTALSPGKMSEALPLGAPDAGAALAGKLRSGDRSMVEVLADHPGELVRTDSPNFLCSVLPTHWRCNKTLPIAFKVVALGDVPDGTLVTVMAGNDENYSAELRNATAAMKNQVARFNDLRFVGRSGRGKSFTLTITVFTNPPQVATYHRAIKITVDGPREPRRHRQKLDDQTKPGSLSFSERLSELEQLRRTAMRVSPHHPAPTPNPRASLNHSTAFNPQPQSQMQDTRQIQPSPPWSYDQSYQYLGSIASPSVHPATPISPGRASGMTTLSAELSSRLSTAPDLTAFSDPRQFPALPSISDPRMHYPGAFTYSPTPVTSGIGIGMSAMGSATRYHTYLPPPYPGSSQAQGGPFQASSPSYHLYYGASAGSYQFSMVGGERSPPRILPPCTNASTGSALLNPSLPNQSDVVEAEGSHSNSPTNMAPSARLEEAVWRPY
Target sequence (Q13951 whole entry, looked up, the tested form may be a part): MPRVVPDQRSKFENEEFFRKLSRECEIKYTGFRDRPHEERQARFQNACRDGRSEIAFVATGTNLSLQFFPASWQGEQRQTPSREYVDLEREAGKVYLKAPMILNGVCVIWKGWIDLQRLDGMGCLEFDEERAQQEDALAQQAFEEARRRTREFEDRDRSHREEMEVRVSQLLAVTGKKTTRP
TNF death inh: inhibitors of TNF-alpha induced necroptosis in Jurkat FADD-/- cells | 0.068% of 220,000 active | activation (protection from cell death), % at 10 µM | Jurkat FADD-/- TNF necroptosis rescue, ATP luminescence, 24 h; 0 = TNF only, 100 = no-TNF cells;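 active = activation, meaning protection from cell death, of at least 50% relative to plate controls; inactive = activation below 50%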;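 note: necroptosis triggered by 40 ng/mL TNF-alpha added together with compound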
CHOP inh: blocks CHOP induction under ER stress | CHO-K1 CHOP-promoter luciferase, tunicamycin-induced, 15-18 h | inhibition, % at 10 µM | 3.8% of 220,000 active | AID 2732;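 active = compounds that reduced the stress-induced luciferase reporter signal by more than about 70% of percent inhibition, limit read from the data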;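 note: 0% = tunicamycin plus vehicle and 100% = wells without tunicamycin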
TRPN1 ag: activates the zebrafish TRPN1 channel; HEK293 zebrafish TRPN1-YFP, Fluo-8 calcium fluorescence; 100% = response to 87 µM carbachol; activation, % at 3 µM; 0.18% of 220,000 active;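 active = activation above its plate's cutoff, the mean activation of test wells on that plate plus 3 SD, cut at about 19% in these data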;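 note: 0% = DMSO alone and 100% = 87 µM carbachol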
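Material: zebrafish TRPN1-YFP in HEK293 cells; Doses: single test compound dose, 3 µM nominal, 0.3% DMSO; Timing: dye loading 1 h at 37 °C, then 30 min room temperature; Technique: intracellular calcium fluorescence with Fluo-8; Benchmarks: high carbachol 87 µM, low DMSO alone.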
* = called active by the depositor; nt = not tested or not shown; [ ] = dose if it differs, or a comment.

Order of results: p47phox inh	EBV gp42 block	MDM2 E3 inh	TNF death inh	TRPN1 ag	TRPML3 agonist	Runt-SMMHC FRET	PPC-1+TRAIL kill	CHOP inh
> CCOC(=O)N1CCC(Nc2c(NCCN3CCN(Cc4ccccc4)CC3)c(=O)c2=O)CC1
    7	-21	-10	-0.2	0.5	0.9	-2	6	3
> CCOC(=O)c1cccc(NC(=O)N2CCOCC2)c1
    3	-12	2	0.7	0.3	0.2	0	-12	7
> O=C(Nc1nccs1)c1sc2ccccc2c1Cl
    2	9	-43	-3.8	0.0	0.5	1	39	24
> COc1ccc(-c2noc(-c3cccc(Cl)c3)n2)cc1OC
    -8	0	-7	1.0	0.7	0.9	4	-10	-33
> CC(=O)Nc1ccc2c(c1)OCCO2
    nt	nt	-13	-0.1	-0.2	0.9	-3	13	nt
> CCN(CCCNC(=O)C1CCC(=O)N1Cc1ccccc1Cl)c1cccc(C)c1 (centres undefined)
    -11	4	-14	-0.5	-1.4	-0.7	-3	-16	6
> CC(=O)C1=C(C)NC(SCC(N)=O)=C(C#N)C1c1cccnc1 (centres undefined)
    -5	-5	-26	-0.2	-1.0	-0.8	10	4	7
> Fc1ccc(Nc2nnc(C(F)(F)F)s2)cc1Cl
    -9	-9	-7	-0.4	19	17*	1	19	14
> Cc1ccc(C(=O)Nc2nnc(-c3ccco3)o2)cc1
    0	-2	-20	0.6	0.6	0.8	4	-3	32
> O=C(Nc1ccccc1Cl)c1ccccc1Cc1ccccc1
    -10	-3	5	0.7	-3.0	-1.3	-1	5	2
> C/C(=N\Nc1ccc(S(N)(=O)=O)cc1[N+](=O)[O-])c1ccc2c(c1)OCO2
    37*	19	-12	-4.9	-1.4	-0.1	-2	5	36
> Cc1cc(=O)n2[nH]c(SCc3ccccc3)nc2n1
    -8	-15	-4	0.6	0.0	0.8	1	0	2
> COc1ccc(CCNC(=O)CN2CCN(Cc3ccccc3F)C2=O)cc1OC
    -5	-10	-6	2.4	0.5	0.3	3	-8	-8
> Cc1ccccc1N(CC(=O)Nc1ccc(S(=O)(=O)N2CCOCC2)cc1)S(C)(=O)=O
    -1	-3	-24	4.0	0.8	0.0	1	20	0
> COc1ccc(/C=C(/C#N)S(=O)(=O)c2ccc(C)cc2)cc1
    -16	-4	-15	0.1	1.0	0.6	2	-20	-4

Order of results: p47phox inh	EBV gp42 block	MDM2 E3 inh	TNF death inh	TRPN1 ag	TRPML3 agonist	Runt-SMMHC FRET	PPC-1+TRAIL kill	CHOP inh
> CCOc1ccc(Br)cc1S(=O)(=O)Nc1ccc(NC(=O)c2ccccc2F)cc1
    -23	-20	1	3.6	-0.5	1.6	3	-2	32
> CCN1CCN(S(=O)(=O)Cc2ccccc2)CC1
    -12	-2	4	5.1	-1.5	1.3	-1	-3	-6
> CCCc1cc(C(=O)Nc2cccc(C(C)=O)c2)no1
    -6	3	-11	0.1	0.0	0.9	-1	15	21
> CCOC(=O)COc1ccc2c(c1)C(=O)CC1(CCCCC1)O2
    0	-20	-22	0.4	-0.1	0.0	2	20	16
> NCCc1nnc(SCC(=O)c2ccc(Cl)cc2)o1
    -3	3	4	1.7	-0.8	1.2	1	-9	3
> CCOC(=O)c1ccc(NS(=O)(=O)c2ccc(SC)cc2)cc1
    -12	-1	7	0.8	-0.3	-1.7	0	-20	78*
> Cc1ccc(CN2CCN(Cc3cnc(N4CCOCC4)s3)CC2CCO)o1 (centres undefined)
    -1	-6	-12	1.5	-0.6	0.9	-3	3	-3
> CCCc1cc(C(=O)NNC(=S)NCc2ccccc2)cs1
    -10	-5	-10	-0.1	-1.4	-0.5	0	-10	1
> S=C(Nc1cccc(Cl)c1Cl)Nn1cnnc1
    1	-2	-6	1.3	0.2	0.6	1	3	6
> O=C(CNC(=O)C1CCCCC1)Nc1ccccc1Cl
    53*	-3	nt	1.6	0.9	-0.3	3	4	-5
> Cc1ccc(N(CC(=O)N2CCc3ccccc32)S(=O)(=O)c2cccs2)cc1
    -21	-5	4	-4.2	0.2	-0.6	3	-18	35
> COC(=O)COc1ccc(C2Nc3c(Cl)ccc(C(=O)O)c3C3C=CCC32)cc1 (centres undefined)
    -3	-9	-16	-0.9	1.1	0.3	-3	-9	8
> COc1ccc(C(=O)N/N=C/c2ccc3cccc(O)c3n2)cc1
    -2	-6	-9	-1.6	2.1	1.6	-2	15	-7
> O=C(CCc1ccccc1)NC(NC(=S)Nc1ccc(Cl)cc1)C(Cl)(Cl)Cl (centres undefined)
    -6	-31	-11	-3.0	2.6	0.7	3	3	62
> COc1ccc(CC(=O)O/N=C(\N)Cc2ccc([N+](=O)[O-])cc2)cc1
    -13	-19	-1	1.2	-0.8	-0.5	1	9	-5

Order of results: p47phox inh	EBV gp42 block	MDM2 E3 inh	TNF death inh	TRPN1 ag	TRPML3 agonist	Runt-SMMHC FRET	PPC-1+TRAIL kill	CHOP inh
> COc1ccc(Nc2nc(N)nc(CCl)n2)cc1
    -2	1	-9	-28	-0.9	-0.2	-2	30	-32
> O=C(C1CCCCC1)N1CCCc2ccccc21
    9	-2	-6	2.3	0.2	0.2	3	24	42
> CCn1c(SCc2nc3ccccc3[nH]2)nnc1-c1cccnc1
    11	-1	6	2.1	0.3	0.5	0	3	3
> O=c1c2c(nc3c(-c4ccc(Cl)cc4)c[nH]n13)CCCC2
    -7	-7	-15	-7.8	0.8	-0.6	-29	0	12
> COc1ccc(-c2nnc(SCc3nnc(-c4cccs4)o3)n2CC2CCCO2)cc1 (centres undefined)
    -9	-12	nt	1.4	1.5	0.4	0	16	4
> O=CN1CCN(C2CC(=O)N(c3ccc(Br)cc3)C2=O)CC1 (centres undefined)
    -12	-2	0	0.7	0.1	0.8	-7	2	-7
> COc1ccc(NS(=O)(=O)c2cn(C)c(=O)n(C)c2=O)c(OC)c1
    -11	-12	-7	5.2	2.5	0.8	-4	14	-5
> Nc1ccc(Oc2ccc3nc(-c4ccccc4)c(-c4ccc([N+](=O)[O-])cc4)nc3c2)cc1
    -13	9	-13	-6.4	-0.6	0.0	-5	1	-16
> Cn1c(SCC(=O)NCc2ccc(F)cc2)nc2ccccc21
    -11	-14	0	-2.4	-0.4	-0.1	0	-2	14
> O=C(N[C@@H](Cc1ccccc1)C(=O)OCc1ccccc1)c1nc[nH]c1C(=O)N1CCN(c2ccccc2)CC1
    -10	-12	-8	-3.1	nt	nt	-3	8	18
> O=C1C=C(Nc2ccccc2)C(=O)c2ccccc21
    6	-11	-31	-3.4	-3.6	-1.3	-3	36[5 µM]	27
> COc1ccc(-c2c(C)nn3c(-c4ccccc4)cc(C)nc23)cc1
    -6	-3	-4	-0.8	0.2	0.9	0	-2	33
> Fc1ccc(-c2n[nH]c(=S)n2CC2CCCO2)cc1 (centres undefined)
    -1	-3	-13	1.0	-0.5	0.8	6	-8	6
> COc1ccc(-c2ocnc2C(=O)NCc2nn(-c3ccccc3)nc2C)cc1
    -13	-8	-17	-15	5.3	2.1	-2	22	35
> C#CC(C)OC(=O)C(C)NC(=O)c1ccccc1 (centres undefined)
    -13	-15	15	-0.5	nt	nt	0	18	7

Order of results: p47phox inh	EBV gp42 block	MDM2 E3 inh	TNF death inh	TRPN1 ag	TRPML3 agonist	Runt-SMMHC FRET	PPC-1+TRAIL kill	CHOP inh
> CCOc1ccccc1OCCCC(=O)Nc1ccc(OC)nc1
    -7	-11	-5	0.6	0.3	0.3	-7	24	8
> COc1c(F)c(F)c(C(=O)Nc2ccc(N3CCN(C(C)=O)CC3)c(Cl)c2)c(F)c1F
    -12	6	-14	-0.6	2.6	2.0	2	11	37
> COC(=O)c1ccc(-n2nnnc2SCC(=O)N2CCCCC2)cc1
    -80	-12	-17	0.3	0.9	0.5	2	5	5
> CN1CCN(S(=O)(=O)c2ccc(NC(=O)C3CCCCC3)cc2)CC1
    -17	-11	-3	0.7	0.7	0.5	2	27	-3
> CC1CCCCN1c1nnc(N)s1 (centres undefined)
    -19	-12	-15	0.3	0.5	0.9	2	nt	-19
> CCOc1ccccc1NC(=O)Nc1ccon1
    -3	-12	-3	1.6	0.4	0.0	-6	2	16
> CC(C)(C)c1ccc(NC(=O)N2CCN(c3ccc([N+](=O)[O-])cn3)CC2)cc1
    -5	-2	-12	-19	6.0	2.2	-5	8	49
> COCCn1c(SCc2nc3ccccc3c(=O)[nH]2)nnc1-c1ccncc1
    1	-5	-10	0.6	0.2	0.3	4	-19	19
> CCS(=O)(=O)N1Cc2ccccc2CC1C(=O)Nc1nc2ccc(C)cc2s1 (centres undefined)
    -42	-37	-6	6.9	0.0	0.4	3	-8	64
> NC(=O)c1ccc(NC(=O)COC(=O)CCCN2C(=O)c3cccc4cccc(c34)C2=O)cc1
    -10	-8	-2	-0.5	1.1	-0.4	1	13	-37
> CCCSc1nnc(Cc2cc(=O)[nH]c(=O)[nH]2)n1-c1cc(C)ccc1C
    -3	-1	-6	-3.2	1.8	0.8	-2	4	22
> CCCCNc1c(N2CCN(C(=O)OCC)CC2)c(=O)c1=O
    -9	-11	-13	2.8	-0.4	-0.3	0	-6	-11
> CN(C(=O)Nc1ccc(Cl)cc1Cl)C1CCCC1
    10	15	-7	1.0	-0.6	-0.1	1	4	-1
> COC(=O)CNC(c1ccccc1)c1cc(C)ccc1NS(=O)(=O)c1ccc(C)cc1 (centres undefined)
    -11	-6	9	-0.6	1.9	0.6	-2	7	27
> CC(C)CCn1c(=O)c2ccccc2n2c(CN(C)Cc3ccccc3)nnc12
    -6	0	-4	-0.5	-1.2	-0.2	-1	4	15

Order of results: p47phox inh	EBV gp42 block	MDM2 E3 inh	TNF death inh	TRPN1 ag	TRPML3 agonist	Runt-SMMHC FRET	PPC-1+TRAIL kill	CHOP inh
> COc1ccc(NCc2nnc(SCCN3CCCCC3)n2-c2ccc(C)cc2)cc1
    -23	-23	-10	2.6	1.3	0.8	0	13	12
> COc1ccc(OC(C)C(=O)Nc2cccc(OC)c2)cc1 (centres undefined)
    0	1	-1	-0.2	-1.1	-0.6	-1	21	0
> O=C(Cn1nc(-c2ccccc2)ccc1=O)Nc1ccc(N2CCN(C(=O)c3ccccc3)CC2)cc1
    -6	1	4	0.9	-0.5	-0.2	0	7	10
> O=C(O)CCCCCNS(=O)(=O)c1cccc2nsnc12
    -1	-2	-3	0.9	1.0	1.0	3	21	-24
> CC(C)C(c1nnnn1Cc1ccc2c(c1)OCO2)N1CCN(c2ccccc2)CC1 (centres undefined)
    -9	2	-21	-1.8	0.5	0.6	2	8	26
> O=c1nc2n(Cc3ccccc3)c3ccccc3cc-2c(=O)[nH]1
    -1	-15	-18	1.0	2.1	1.4	82*	18	-26
> Cc1cccc(N2CCN(C(c3ccccc3)c3nnnn3CC3CCCO3)CC2)c1C (centres undefined)
    -8	-17	-11	-1.1	-1.3	-0.3	-1	5	53
> COc1ccc(C(=S)N2CCC(C(N)=O)CC2)cc1Br
    3	-16	-9	1.1	-0.6	0.6	2	27	-10

From PubChem BioAssay

Compounds were not picked by outcome; any-hit rate near 5.9%.
